# Compound activity as filed in PubChem.
# SENP8 block-1 – inhibitors of human SENP8 protease; Q96LD8; recombinant SENP8, Nedd8 substrate fluorescence; inhibition, % at 20 µM; 360,000 tested, 0.64% active; AID 602440; in the data active = inhibition mostly above about 40%, no sharp cut-off; inactive = mostly below about 27%
# SENP8 block-2 – blocks the human protease SENP8; purified SENP8, Z-RLRGG-aminoluciferin cleavage, luminescence; Q96LD8; 330,000 tested, 1.2% active; inhibition, % at 10 µM; AID 2540; in the data active = inhibition above about 50%
# APOBEC3G inh – blocks human APOBEC3G single-stranded DNA deamination; 330,000 tested, 0.28% active; AID 493012; Q9HC16; inhibition, % at 20 µM; recombinant A3G, ssDNA deamination FAM/TAMRA fluorescence;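 active = inhibition of at least 40% at 20 µM, with no more than 30% in the related APOBEC3A deaminase screen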;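 note: plate controls were DMSO wells with A3G for no effect and wells lacking A3G enzyme for full effect; some compounds called inactive have numbers as strong as hits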
# Target sequence (Q9HC16 whole entry, looked up): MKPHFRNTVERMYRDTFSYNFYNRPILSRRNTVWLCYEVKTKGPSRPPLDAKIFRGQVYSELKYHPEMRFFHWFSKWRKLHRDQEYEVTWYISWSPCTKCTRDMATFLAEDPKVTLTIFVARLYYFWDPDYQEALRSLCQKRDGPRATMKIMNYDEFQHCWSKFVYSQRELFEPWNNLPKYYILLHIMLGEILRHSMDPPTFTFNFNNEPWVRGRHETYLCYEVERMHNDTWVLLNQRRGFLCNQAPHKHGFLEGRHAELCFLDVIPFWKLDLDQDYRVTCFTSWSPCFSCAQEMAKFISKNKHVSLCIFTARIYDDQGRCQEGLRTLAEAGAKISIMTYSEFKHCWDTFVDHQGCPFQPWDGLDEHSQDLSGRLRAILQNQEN
# SENP1 inh – inhibitors of human SENP1 SUMO protease catalytic domain; Q9P0U3; recombinant SENP1 catalytic domain, CyPet-SUMO1-YPet FRET cleavage; inhibition, % at 10 µM; 360,000 tested, 0.21% active; AID 624204;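 active = inhibition at least 30% at 10 µM, raw YFP signal under a set limit, fluorescence ratio 0.5 to 1.5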;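 note: 0% = enzyme with DMSO and 100% = no enzyme wells; some results filed as inactive read as strong as hits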
# Target sequence (Q9P0U3 419-644 limits assumed): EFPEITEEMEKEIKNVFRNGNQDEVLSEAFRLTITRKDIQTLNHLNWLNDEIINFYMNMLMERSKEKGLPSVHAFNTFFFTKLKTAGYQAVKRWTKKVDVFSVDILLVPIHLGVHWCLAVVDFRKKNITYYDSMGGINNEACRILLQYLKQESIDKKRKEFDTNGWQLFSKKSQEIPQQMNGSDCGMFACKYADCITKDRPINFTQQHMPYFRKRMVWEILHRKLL
#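 Material: hSENP1 catalytic domain, recombinant; medium: Tris pH 8 with BME, BSA, NP40 and catalase; compound: single concentration of 10 µM compound, 0.5% DMSO final; technique: FRET read of cyan and yellow fluorescence; timing: 50 min enzyme reaction, room temperature, light-protected; reagent: SFCypet-SUMO1-SFYpet substrate at 25 nM; control set: no-enzyme low, enzyme-DMSO high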
# SENP7 block – inhibitors of human SENP7 protease; Q9BQF6; recombinant SENP7, Z-RLRGG-aminoluciferin luminescence, 40 min; inhibition, % at 5 µM; 330,000 tested, 1.5% active; AID 434973;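 active = inhibition above about 50% at the single test dose, limit read from the data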;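 note: plate controls were DMSO with enzyme for no effect and no enzyme buffer wells for full effect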
# Target sequence (Q9BQF6 706-1050 limits assumed): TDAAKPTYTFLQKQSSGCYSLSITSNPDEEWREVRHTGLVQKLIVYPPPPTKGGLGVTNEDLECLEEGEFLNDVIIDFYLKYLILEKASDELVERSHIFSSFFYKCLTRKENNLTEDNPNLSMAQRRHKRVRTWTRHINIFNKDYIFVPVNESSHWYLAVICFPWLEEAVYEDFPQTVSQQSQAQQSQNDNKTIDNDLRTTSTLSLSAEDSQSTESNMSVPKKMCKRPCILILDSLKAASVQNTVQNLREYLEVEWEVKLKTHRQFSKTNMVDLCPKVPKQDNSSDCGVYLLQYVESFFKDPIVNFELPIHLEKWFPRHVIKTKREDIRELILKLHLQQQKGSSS
# SENP6 inh – SENP6 protease inhibition. Q9GZR1. Recombinant SENP6 catalytic domain, aminoluciferin luminescence. inhibition, % at 10 µM. 330,000 tested, 1.8% active;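 active = inhibition above about 50% at the single tested dose, limit read from the data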;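 note: plate controls were DMSO wells with enzyme for no effect and DMSO wells lacking enzyme for full effect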
# Apaf-1 inh – human Apaf-1 inhibition | reconstituted apoptosome caspase-3 activity, DEVD-Rh110 fluorescence | AID 489030 | O14727 | inhibition, % at 20 µM | 330,000 tested, 0.71% active; active = inhibition of at least 40% at 20 µM;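 note: plate controls were DMSO wells for no effect and DEVD-CHO caspase inhibitor wells for full effect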
#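 System: reconstituted apoptosome with Apaf-1, cytochrome c, caspase-9, procaspase-3, dATP; Signal: Rh110 fluorescence intensity; Schedule: 30 min compound preincubation, 50 min activation, room temperature; Reagent: cytochrome c trigger plus (Z-DEVD)2-Rh110 caspase-3 substrate.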
# UBC13 inh – blocks human UBC13 polyubiquitin chain formation; P61088; TR-FRET; inhibition, % at 20 µM; 330,000 tested, 0.47% active; in the data active = inhibition above about 45%, passing the limit was not always enough
# * hit, by the source's call; . = not tested or not shown.
# Values run as follows: SENP8 block-1	SENP8 block-2	APOBEC3G inh	SENP1 inh	SENP7 block	SENP6 inh	Apaf-1 inh	UBC13 inh
1: O=C(CSc1ccccc1C(=O)O)c1ccc([N+](=O)[O-])cc1
  12.7	-0.2	-1.8	0.5	-2.5	-6.2	-1.4	0.7
2: CC(=O)c1ccccc1NS(C)(=O)=O
  8.3	-17.2	-5.3	2.6	-19.6	-1.6	-9.5	-23.5
3: COc1ccc(CCN2C(=O)C3C4CCC(C4=C(C)C)C3C2=O)cc1OC (configuration not stated)
  13.0	-1.0	1.8	-1.0	6.3	-14.0	2.7	10.7
4: CCCOc1ccc(N2C(=O)CC(N(CCc3ccc(OC)cc3)C(=O)c3ccccc3)C2=O)cc1 (configuration not stated)
  7.5	2.1	0.6	0.3	12.6	2.7	11.8	-14.8
5: CCn1c(SCC(=O)C(C)(C)C)nnc1-c1ccccc1OC
  18.5	-12.7	-7.9	4.1	-14.2	-0.6	7.0	-0.9
6: O=C(CN1C(=O)/C(=C/c2cccc(Br)c2)SC1=S)Nc1cccnc1
  8.7	-13.1	-8.7	3.9	4.5	29.2	-0.9	-7.0
7: CN(C)C/C=C/C(O)(c1ccccc1)c1ccccc1
  26.5	-5.0	-5.5	-1.2	-4.4	-19.6	-3.8	-2.5
8: COc1cccc2cc(C(=O)N3CCC(C)CC3)c(=O)oc12
  -9.6	-6.4	-9.4	-2.0	-6.5	2.3	-8.9	9.6
9: Cc1nc(NC(=O)/C=C/c2ccccc2)n[nH]1
  6.4	-10.5	-6.7	0.2	1.8	-3.7	-4.6	6.8
10: CN1CCc2c(sc(/N=C/c3cccs3)c2C(N)=O)C1
  -285.7	-7.2	-6.7	-22.4	-2.5	7.1	1.7	-15.3
11: COc1ccc(S(=O)(=O)NCc2cc(=O)n(C)c(=O)n2C)cc1F
  14.0	-1.4	-5.4	-1.8	-2.0	0.6	-5.3	-1.9
12: O=S(=O)(NCc1cc(-c2ccccc2)no1)c1ccccc1Cl
  -1.0	5.7	-3.7	1.4	-0.4	4.6	-5.8	5.6
13: CC(C)COc1cccc(C(=O)N(CC(=O)Nc2ccccc2C(F)(F)F)Cc2ccco2)c1
  3.1	2.5	-3.4	0.3	4.4	-5.4	10.4	-1.1
14: Cc1cc(C)c(C)c(C(=O)c2ccccc2C(=O)O)c1C
  -4.2	-2.4	-3.9	0.5	8.2	-0.3	-4.2	1.5
15: Cc1cc(NC(=O)CSc2nnc(-c3ccc(S(=O)(=O)N4CCCC4)cc3)n2C)no1
  9.0	-0.8	-4.4	0.7	-0.4	-18.4	-20.1	1.5
16: COc1ccc(-n2nnnc2S(=O)(=O)CC(=O)N2CCCCC2)cc1
  8.1	4.1	-6.2	1.1	-4.9	-20.6	7.2	3.3
17: CCCNC(=O)N1C2=NC(C(=O)OC)=C(C(=O)OC)[C@@H]3N(Cc4ccccc4)c4ccccc4[C@]23C[C@H]1CO
  21.3	7.8	-5.3	3.2	1.4	-1.1	6.2	-10.9
18: COc1ccccc1NC(=O)C1=C(C)Nc2nc(CCCO)nn2C1c1cccnc1 (configuration not stated)
  16.2	2.2	-2.3	0.4	17.0	-21.5	-11.7	-5.1
19: CN(C)C(=S)NC(=O)C12CC3(C)CC(C)(CC(C)(C3)C1)C2
  5.8	2.6	-14.4	-0.8	-1.5	-13.4	-8.7	11.2
20: Cc1ccc(S(C)(=O)=O)cc1C(=O)N1CC(C(N)=O)Oc2ccccc21 (configuration not stated)
  9.6	1.5	-7.0	3.1	11.5	-0.4	3.4	4.3
21: O=C(NN=C1CCCCC1)NC1CCCCC1
  11.1	1.9	1.5	-0.2	9.5	-3.0	6.9	-16.7
22: CCCc1cc(=O)[nH]c(SCC(=O)Nc2ccc(OC)c(S(=O)(=O)N3CCCCC3)c2)n1
  11.8	-6.5	-1.5	-1.3	8.7	-6.3	3.1	-7.1
23: CC1CN(S(=O)(=O)c2cccc(-c3cn4ccccc4n3)c2)CC(C)O1 (configuration not stated)
  -256.3	0.1	-0.6	0.3	-4.2	7.7	-7.9	0.3
24: CCc1nn(CCCC(=O)NCc2ccccc2C)c(=O)c2cc3occc3n12
  4.3	-1.3	0.5	-4.0	7.2	12.7	5.3	3.2
25: CC(C)c1ccc(OCC(=O)N(c2ccccn2)C2CCCCC2)cc1
  19.7	-0.2	-1.0	-0.1	6.7	-10.3	14.8	-3.7
26: COc1cc(Cl)c(C)cc1NC(=O)CSc1sc2c(O)cc(=O)[nH]c2c1C#N
  -34.7	-5.2	26.4	-23.2	-3.6	-5.4	10.2	-14.5
27: Cc1c(O)ccc(/C=N/Nc2ncccc2[N+](=O)[O-])c1O
  27.1	96.2*	-2.9	2.1	100.3*	97.1*	-6.0	-42.7
28: O=C(NC1CCCC1)c1sc(=S)n2c1[nH]c(=O)c1ccccc12
  9.9	42.5	-5.0	0.8	-8.5	35.7	1.7	-16.1
29: O=C(Nc1nc(-c2ccncc2)cs1)c1ccc(S(=O)(=O)N2CCOCC2)cc1
  5.8	0.4	-0.4	-1.1	0.5	-0.5	5.0	0.2
30: CS(=O)(=O)N(CC(=O)NC1CCCC1)c1ccc2c(c1)OCCO2
  6.3	3.4	-5.0	-1.4	4.3	6.9	-21.3	2.3
31: CC(=O)CS(=O)(=O)c1ccc(Oc2ccc(S(=O)(=O)CC(C)=O)cc2)cc1
  26.9	-2.2	-4.4	3.3	0.7	-7.8	12.5	-0.6
32: CC(C)c1ccc(CNC(=O)C2CC(=O)N(C3CCCCC3)C2)cc1 (configuration not stated)
  -6.0	-3.3	-2.8	1.4	6.0	16.8	5.1	10.5
33: Cc1onc(-c2ccccc2)c1C(=O)c1ccccc1
  0.3	-1.1	-7.2	-1.5	-5.8	-10.6	-14.6	5.5
34: N=c1n(Cc2ccccc2)c2ccccc2n1CC(O)c1ccccc1 (configuration not stated)
  35.1	5.8	-2.7	0.5	1.3	8.8	-3.8	12.1
35: CN(C(=O)c1cccc(Nc2ccc(-c3ccc4c(c3)OCCO4)nn2)c1)C1CCCCC1
  -21.4	7.9	0.5	4.9	0.5	19.6	19.2	-8.2
36: Cc1ccccc1C(=O)Nc1nnc(SCC(=O)NC2CC2)s1
  -1.7	-1.5	9.1	1.0	10.2	7.2	12.2	-6.8
37: O=C1N[C@@H](Cc2cn(S(=O)(=O)c3c(F)c(F)c(F)c(F)c3F)c3ccccc23)C(=O)N[C@H]1Cc1ccccc1
  .	-4.0	-4.4	.	-6.6	-5.1	23.2	-50.4
38: O=C(NNC(=S)NCc1ccccc1)c1cccc([N+](=O)[O-])c1
  21.0	1.1	2.4	0.9	3.3	-1.4	0.2	0.4
39: COc1ccc(NC(=O)c2ccc(COc3ccccc3)o2)c(OC)c1
  3.7	-0.6	-7.3	1.2	-12.8	-4.8	10.9	-10.7
40: COc1cc([N+](=O)[O-])ccc1NC(=O)CSc1nnc(C)c(C)n1
  16.7	7.3	-7.0	2.0	-0.4	3.3	8.1	-4.9
41: O=C(COC(=O)Cc1cccc(F)c1)NC(=O)NC1CCCCC1
  5.5	-4.6	-5.9	5.2	-9.2	-5.8	14.1	7.1
42: CNc1nn(-c2cccc(Cl)c2)nc1N
  -25.2	-16.9	-7.9	18.2	16.0	6.5	10.6	-18.3
43: NC1=NS(=O)(=O)NC1c1ccc(F)cc1 (configuration not stated)
  -1.0	-0.4	-4.3	-0.2	2.6	2.0	-7.2	-3.7
44: COc1ccc(C(c2c(O)ccc3ccccc23)N2CCOCC2)c(OC)c1 (configuration not stated)
  -72.2	-6.6	-5.5	2.6	0.4	1.2	18.0	-6.3
45: CCOCC(=O)Nc1nnc(C)s1
  4.4	1.5	-0.5	-1.1	6.4	-1.8	1.4	-0.3
46: O=C1c2ccccc2CN2C(=O)c3ccccc3CN12
  10.2	0.7	-4.9	-0.1	1.9	-7.2	-2.7	-0.8
47: CCOC(=O)CN1CC23C=CC(O2)C(C(=O)Nc2ccc4c(c2)OCO4)C3C1=O (configuration not stated)
  15.7	0.5	-7.2	-0.9	0.0	-15.9	-2.4	4.3
48: O=C(COc1ccccc1)Nc1nnc(S(=O)(=O)N2CCCCC2)s1
  -16.6	4.0	4.0	-1.2	0.2	-14.7	7.3	-3.1
49: Cc1ccc(N/N=C2\CS(=O)(=O)N(C)c3ccsc32)cc1
  -3.3	-25.2	-9.0	-8.6	-10.5	-19.7	21.8	-10.2
50: CC(C)c1cc(=O)n2[nH]c(SCc3ccccc3)nc2n1
  21.9	1.0	-9.0	-3.3	6.5	-3.5	-0.6	-2.7
51: COCCNC(=S)N1CCC(NC(=O)c2ccco2)CC1
  -1.2	2.2	2.0	2.6	5.1	2.5	1.5	4.6
52: Cc1nnn(C23CC4CC(CC(CC(=O)Nc5ccc(C)c(C)c5)(C4)C2)C3)n1
  19.0	4.8	-9.2	0.4	-1.8	-1.5	2.8	5.2
53: CC(C)(C)c1ccc(OCCC(=O)OCC(=O)N2c3ccccc3NC(=O)C2(C)C)cc1
  6.6	9.9	-9.9	-1.0	1.1	2.3	33.1	-2.2
54: COc1ccc(Cl)cc1S(=O)(=O)N1CCN(C(=O)c2ccco2)CC1
  8.2	-6.5	-8.3	1.2	1.5	7.0	-0.6	-1.7
55: CC[C@H](C)[C@@H](C(=O)N1CCNCC1)n1cc([C@@H](N)CO)nn1
  24.8	-1.5	-7.8	1.1	-2.0	-0.2	1.3	1.5
56: NC(=S)Nc1cccc2cccnc12
  5.0	3.1	11.4	0.9	3.8	-4.5	17.4	-5.7
57: COc1cccc(NC(=O)CSc2nnc(C)s2)c1
  27.3	-9.9	-3.8	1.7	-12.3	-10.4	1.9	-3.6
58: O=C(Cc1ccccc1)NCCCN1CCN(CCCNC(=O)Cc2ccccc2)CC1
  9.2	3.2	-1.9	1.6	1.8	-9.0	12.5	23.4
59: Fc1ccc2c(c1)/C(=N/Nc1ccccn1)CCS2
  7.0	15.2	-7.5	0.7	-3.4	6.2	2.6	19.3
60: Cc1cc(C)cc(NC(=O)c2nnn(Cc3cc(C)ccc3C)c2N)c1
  11.6	1.6	0.2	0.2	-0.2	-13.3	-15.8	4.9

# (more compounds)
# Values run as follows: SENP8 block-1	SENP8 block-2	APOBEC3G inh	SENP1 inh	SENP7 block	SENP6 inh	Apaf-1 inh	UBC13 inh
61: CCCN1C(=O)/C(=C/c2nc3ccccc3c(=O)[nH]2)c2ccccc21
  6.2	-4.4	-0.1	1.7	4.9	13.0	19.5	-11.6
62: O=C(CCN1C(=O)C2CC=C(Cl)CC2C1=O)NCc1ccco1 (configuration not stated)
  10.2	0.4	1.2	-3.4	-0.2	1.4	-3.9	5.7
63: Nc1nc(-c2ccccc2)nc(-c2ccccc2O)n1
  32.4	4.0	0.6	2.2	10.0	-14.0	22.7	7.7
64: Cc1cccc(Cn2c(O)c(N=NC(=S)Nc3ccccc3F)c3ccccc32)c1
  24.5	-4.0	-3.7	7.9	-2.5	8.2	1.3	-47.5
65: CC(=O)c1c(C)[nH]c(C(=O)OCCOc2ccccc2)c1C
  14.5	-0.8	2.5	1.8	10.9	-3.7	6.9	3.5
66: Cc1cc(NC(=O)CSc2nc3c(C)c(C)ccc3cc2C)no1
  3.5	4.5	-8.9	1.8	-1.5	-8.4	-0.9	4.2
